Ecoli viability = reduces bacterial viability in AddAB counter-screen | 0.27% of 330,000 active | E. coli V3065 growth, OD600 absorbance, 18 h | inhibition, % at 11.9 µM;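 active means inhibition above the campaign's mean inhibition across all tested compounds plus 3 SD, cut at about 9.9% in these data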;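 further: uninfected addAB+ strain grown without phage in ampicillin broth; 0% = DMSO wells and 100% = ciprofloxacin 0.95 µg/ml wells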
PKA-R2B act = PKA-R2B complex activation; P22694+P31323; PKA-R2B holoenzyme dissociation, Cy5-IP20 fluorescence polarization; R2B truncated from residue 108, S112A mutant; 0% DMSO only, 100% 113 µM cGMP; activation, % at 11.4 µM; 0.079% of 340,000 active;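 active means activation above a cutoff set at the mean over all compounds plus 3 SD, cut at about 18% in these data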;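 further: higher means more holoenzyme dissociation and a rise in polarization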
MOR-DOR inv ag = inverse agonists of human mu-delta opioid receptor heterodimerization; P35372+P41143; cell-based MOR-DOR heterodimer luminescence, inverse agonism; 0.21% of 340,000 active; inhibition, % at 9.3 µM; in the data active means inhibition above about 22%, passing the limit was not always enough;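 further: 0% = cells with DMSO and 100% = wells without cells with DMSO; values of inactives mirror those of a sister screen read the other way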
Target sequence (P35372 whole entry, looked up): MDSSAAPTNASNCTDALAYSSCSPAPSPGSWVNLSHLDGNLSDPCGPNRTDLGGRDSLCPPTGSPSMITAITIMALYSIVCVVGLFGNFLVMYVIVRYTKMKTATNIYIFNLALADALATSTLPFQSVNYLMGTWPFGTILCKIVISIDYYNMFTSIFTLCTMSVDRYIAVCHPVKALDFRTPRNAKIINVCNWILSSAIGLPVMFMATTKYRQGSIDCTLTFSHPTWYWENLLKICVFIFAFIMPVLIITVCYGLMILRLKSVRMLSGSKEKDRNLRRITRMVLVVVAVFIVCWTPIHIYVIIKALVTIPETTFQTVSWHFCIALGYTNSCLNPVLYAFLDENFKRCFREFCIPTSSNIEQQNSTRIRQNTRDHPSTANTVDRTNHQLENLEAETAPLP
Target sequence (P41143 whole entry, looked up): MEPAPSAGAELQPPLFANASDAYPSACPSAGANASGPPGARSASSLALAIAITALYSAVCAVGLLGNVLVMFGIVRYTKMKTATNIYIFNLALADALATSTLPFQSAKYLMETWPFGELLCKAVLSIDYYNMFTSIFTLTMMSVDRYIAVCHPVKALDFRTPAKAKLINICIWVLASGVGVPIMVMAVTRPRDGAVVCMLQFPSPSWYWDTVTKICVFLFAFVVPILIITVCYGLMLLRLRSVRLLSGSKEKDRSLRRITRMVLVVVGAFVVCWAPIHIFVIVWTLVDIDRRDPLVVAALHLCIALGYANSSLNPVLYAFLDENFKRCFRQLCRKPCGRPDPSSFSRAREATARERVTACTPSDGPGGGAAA
PfHsp90 set2 = reduces growth (ATP signal) of yeast expressing P. falciparum Hsp90 | AID 504621 | S. cerevisiae expressing PfHsp90, BacTiter-Glo ATP, 48 h; yeast lacking PDR1 and PDR3 efflux regulators | 0.32% of 310,000 active | inhibition, % at 9.4 µM;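 active means every replicate shows inhibition above about 80%, whatever the replicate mean, limit read from the data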;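 further: 0% = DMSO neutral controls and 100% = 20 µM radicicol positive controls; yeast relying on Plasmodium falciparum Hsp90 in place of its own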
Mot1-301 SUMO = SUMOylation pathway inhibition by Mot1-301 growth rescue; S. cerevisiae Mot1-301 growth rescue, ATP luminescence, 38.5C; percent above DMSO median, 100 means doubled; AID 2716; growth rescue, % at 18.8 µM; 1% of 320,000 active;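 active means every valid replicate shows activation above 250% relative to neutral control wells; inactive means the rest, any valid replicate at or below 250%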;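 further: OY570 slx delta 5 strain wells were the positive control but not used for scaling; some compounds called inactive have numbers as strong as hits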
MOR-DOR ag = agonists of human mu-delta opioid receptor heterodimerization; cells, OPRM1-OPRD1 heterodimerization, luminescence; activation, % at 9.3 µM; 0.3% of 340,000 active; in the data active means activation above about 18%;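 further: 0% = vehicle-treated cells and 100% = reference agonist; values of inactives mirror those of a sister screen read the other way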
HTR5A inv ag = counter-screen for OPRM1-OPRD1 inverse agonists: human HTR5A inverse agonism; P47898; 0.083% of 340,000 active; AID 504634; inhibition, % at 9.3 µM; HTR5A cell line, luminescence; in the data active means inhibition mostly above about 23%, no sharp cut-off; inactive means mostly below about 18%;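 further: 0% = cells with DMSO and 100% = no-cell wells with DMSO; some compounds called inactive have numbers as strong as hits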
AddAB inh = less growth of phage-infected E. coli with AddAB; E. coli expressing H. pylori AddAB, absorbance growth; inhibition, % at 11.9 µM; 0.29% of 330,000 active; AID 435030; in the data active means inhibition above about 12%;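 further: 0% = vehicle wells of infected cells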
Tat transport = blocks Tat-dependent protein export in E. coli | E. coli MC4100 TorA-mCherry Tat export, fluorescence | AID 488895 | 0.036% of 340,000 active | inhibition, % at 10 µM;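 active means mean replicate inhibition at least 50% and at least half of replicates individually reaching 50%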;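 further: exported cargo escapes ClpAP degradation while cytoplasmic cargo is degraded and loses fluorescence; 0% = median of neutral control wells and 100% = median of NaSCN control wells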
phage Ecoli inh = E. coli growth loss with phage present; growth absorbance; inhibition, % at 11.9 µM; 0.26% of 360,000 active; in the data active means inhibition above about 11%
PKA-R1A activ = activators of PKA-R1A complex | 0.083% of 340,000 active | PKA-R1A dissociation, Cy5-IP20 fluorescence polarization; scaled: DMSO 0%, 113 µM cGMP 100% | activation, % at 11.4 µM | P00514+P68181;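 active means percent activation above the mean of all tested compounds plus 3 SD, cut at about 19% in these data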;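 further: higher means more PKAc released from R1A so a rise in polarization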
* hit, by the source's call; . = not tested or not shown.

mol	Ecoli viability	PKA-R2B act	MOR-DOR inv ag	PfHsp90 set2	Mot1-301 SUMO	MOR-DOR ag	HTR5A inv ag	AddAB inh	Tat transport	phage Ecoli inh	PKA-R1A activ
Cc1nn(-c2ccccc2)c2sc(C(=O)NNC(=O)COc3cccc4ccccc34)cc12	-1.4	-5	-16	-35	-12	3.0	16	2.9	1	0.9	5
COc1ccc(CN(C)C(=O)CCN2C(=O)c3ccccc3C2=O)c(OC)c1OC	-1.9	-5	6	5	1	-0.9	24	0.4	-3	1.2	5
COC(=O)[C@H](CO)NS(=O)(=O)c1ccc(C)cc1	1.2	0	12	6	.	-2.4	3	0.1	-8	1.2	-1
CC1CCN(S(=O)(=O)c2ccc(C(=O)Nc3nnc(-c4ccccn4)o3)cc2)CC1	-1.4	1	7	2	193	-1.1	10	-0.3	2	1.0	11
Cc1ccc(NC(=O)CN(C)C(=O)COC(=O)c2nccnc2N)cc1	-2.2	1	8	-1	-22	-2.0	2	1.9	-5	4.4	1
COc1cc(NC(=O)CSc2nccc(=O)[nH]2)c(C)cc1[N+](=O)[O-]	-1.3	-2	7	9	7	-1.3	1	1.8	-11	3.5	-2
COC(CNC(=O)c1ccc2c(=O)n(Cc3ccc(Cl)cc3)c(=S)[nH]c2c1)OC	.	-10	11	-5	-16	-2.0	9	.	-6	2.6	-10
COc1ccc2c(c1)C1=C(CC2)C(c2ccc(C)cc2)NC(=S)N1 (centres undefined)	0.1	3	-11	-9	1	2.2	-28	3.2	11	3.7	-2
CN1C[C@@H]2[C@@H]3C(=O)N(Cc4ccccc4)C(=O)[C@@H]3[C@](Cc3ccccc3)(C1=O)N2C(=O)c1ccccc1	.	4	9	8	.	-1.5	0	.	-6	1.4	0
COc1cc(C2C(C#N)=C(N)N(c3cccnc3)C3=C2C(=O)CCC3)ccc1O (centres undefined)	-0.6	4	-11	13	-13	2.0	-14	2.3	-8	1.2	5
COc1ccc(CN(C(=S)Nc2ccccc2)C2CC(=O)N(c3ccc(F)cc3)C2=O)cc1 (centres undefined)	-0.1	-6	-5	41	4	1.1	4	3.1	1	3.5	1
O=C(O)/C=C/C(=O)Nc1ccc2nccnc2c1	2.3	-3	8	8	-14	-1.6	-20	1.6	3	4.5	-3
Cc1nn(CCCC(=O)NC(C)c2ccccc2)c(=O)c2nn(-c3ccccc3)c(C)c12 (centres undefined)	-0.2	5	18	-10	55	-3.4	-13	3.9	1	0.9	-3
O=C(c1ccc([N+](=O)[O-])cc1)N(Cc1ccc(Cl)cc1)N1C(=O)CCCC1=O	-0.3	4	-74	.	0	13	2	0.2	-6	0.0	-18
COc1cc(/C=C/CNC[C@H]2O[C@@H](n3cnc(C(N)=O)n3)[C@H](O)[C@@H]2O)ccc1O	.	0	9	-13	.	-1.8	14	.	2	1.7	-9
COc1ccc2c(c1)C(NC(C)=O)C(=O)N2C (centres undefined)	-1.4	-2	21	16	-10	-3.8	-8	-2.2	2	1.4	-9
O=C(Nc1ccccc1)Nc1nc(-c2ccc(F)c(F)c2)cs1	1.9	0	-9	-25	-7	2.0	-3	2.7	-4	.	2
COc1ccc(NC(=O)c2ccc(Cl)nc2)cc1S(=O)(=O)N1CCCCC1	0.9	-6	-18	-7	302	2.6	-6	2.3	10	4.3	-10
O=C(CN1CCN(CN2C(=O)NC3(CCCCCC3)C2=O)CC1)Nc1ccc(F)cc1	-0.7	8	3	.	-6	-0.6	13	-0.4	-7	2.8	-1
COC(=O)c1oc(-c2ccccc2)nc1C	1.0	-6	17	-14	0	-3.4	25	1.9	-5	-1.5	-10
CCc1ccc(NC(=S)N(CCN2CCCCC2)Cc2ccco2)cc1	-0.7	-10	10	-4	277	-1.8	-17	1.9	1	3.5	-5
COc1cccc(NC(=O)c2ccccc2N2C(=O)C3C4C=CC(C5CC45)C3C2=O)c1 (centres undefined)	1.0	-8	10	3	-7	-2.0	-14	2.0	0	2.3	1
Cc1cc(C)c(S(=O)(=O)N2CCCC2)c(C)c1	-0.7	-5	8	1	-3	-1.6	11	1.6	9	2.2	-11
O=C(O)/C=C/C(=O)N1CCN(c2cccc(Cl)c2)CC1	1.1	6	8	3	8	-1.5	-17	3.9	5	-2.5	5
O=C(c1ccccc1)[C@@H]1[C@@H](C(=O)c2ccc(F)cc2)[C@@]2(C(=O)Nc3ccccc32)[C@H]2c3ccccc3C=CN12	-1.6	-1	-1	13	29	0.2	10	-3.4	3	2.2	10

A portion taken from the entries so far, as a working copy:
mol	Ecoli viability	PKA-R2B act	MOR-DOR inv ag	PfHsp90 set2	Mot1-301 SUMO	MOR-DOR ag	HTR5A inv ag	AddAB inh	Tat transport	phage Ecoli inh	PKA-R1A activ
O=C(CN1CCN(CN2C(=O)NC3(CCCCCC3)C2=O)CC1)Nc1ccc(F)cc1	-0.7	8	3	.	-6	-0.6	13	-0.4	-7	2.8	-1
COC(=O)c1oc(-c2ccccc2)nc1C	1.0	-6	17	-14	0	-3.4	25	1.9	-5	-1.5	-10
CCc1ccc(NC(=S)N(CCN2CCCCC2)Cc2ccco2)cc1	-0.7	-10	10	-4	277	-1.8	-17	1.9	1	3.5	-5
COc1cccc(NC(=O)c2ccccc2N2C(=O)C3C4C=CC(C5CC45)C3C2=O)c1 (centres undefined)	1.0	-8	10	3	-7	-2.0	-14	2.0	0	2.3	1
Cc1cc(C)c(S(=O)(=O)N2CCCC2)c(C)c1	-0.7	-5	8	1	-3	-1.6	11	1.6	9	2.2	-11
O=C(O)/C=C/C(=O)N1CCN(c2cccc(Cl)c2)CC1	1.1	6	8	3	8	-1.5	-17	3.9	5	-2.5	5
O=C(c1ccccc1)[C@@H]1[C@@H](C(=O)c2ccc(F)cc2)[C@@]2(C(=O)Nc3ccccc32)[C@H]2c3ccccc3C=CN12	-1.6	-1	-1	13	29	0.2	10	-3.4	3	2.2	10

(listing goes on)
Each structure is followed by: Ecoli viability | PKA-R2B act | MOR-DOR inv ag | PfHsp90 set2 | Mot1-301 SUMO | MOR-DOR ag | HTR5A inv ag | AddAB inh | Tat transport | phage Ecoli inh | PKA-R1A activ
CCOC(=O)c1cccc(NC(=O)CCS(=O)(=O)c2ccc(Br)s2)c1
  -1.6 | -5 | -23 | . | . | 4.3 | 11 | 2.5 | 6 | 4.1 | -12
CCOC(=O)c1c(N=CN(C)C)c(C#N)c2n1CCCC2
  -2.7 | -5 | 22 | -27 | 15 | -3.5 | -3 | -3.0 | -2 | 1.9 | -6
CC(C(=O)O)c1n[nH]c(=O)c2ccccc12 (centres undefined)
  1.0 | -6 | -5 | . | -2 | 1.0 | -12 | 3.1 | 1 | 2.2 | -3
COc1ccc(CNC(=O)Cn2nc([N+](=O)[O-])c(Br)c2C)cc1OC
  0.8 | 4 | 5 | 5 | 3 | -1.0 | -13 | 1.2 | -10 | 1.5 | -4
COc1ccc(-n2nc(C(=O)NCC(=O)Nc3cc(OC)c(OC)c(OC)c3)c3ccccc3c2=O)cc1
  -1.1 | 5 | -24 | 14 | 2 | 2.9 | -4 | 3.0 | -1 | 1.9 | 7
CCN(C(=S)NC(=O)CCc1ccccc1)c1ccccc1
  -0.2 | 0 | 12 | 18 | -13 | -2.3 | -6 | 4.3 | 9 | 3.5 | -6
O=S(=O)(c1ccc(S(=O)(=O)N2CCC(O)CC2)cc1)N1CCCC1
  -0.3 | -7 | -10 | 18 | 2 | 1.2 | -20 | 1.8 | -6 | 2.5 | -1
Cc1cc(NC(=O)C2CCCC2)nc2c1c(=O)oc1ccccc12
  -1.6 | 5 | -2 | -57 | -14 | 0.4 | -7 | 0.9 | 10 | 1.6 | -8
COc1ccc(NC(=O)/C(C#N)=C/c2c(C)nn(-c3ccc(F)cc3)c2Cl)cc1OC
  -0.6 | 0 | -7 | -7 | -13 | 1.0 | 17 | 3.4 | 1 | 5.0 | -7
CC(C)(C)c1ccc(-c2noc(CCC(N)=O)n2)cc1
  -1.8 | -9 | 13 | -24 | 5 | -2.7 | 17 | 1.8 | 2 | 2.7 | 1

Sorted by value in PKA-R2B act (ascending): 3 of the compounds above
SMILES	PKA-R2B act
CC(C)(C)c1ccc(-c2noc(CCC(N)=O)n2)cc1	-9
CCOC(=O)c1cccc(NC(=O)CCS(=O)(=O)c2ccc(Br)s2)c1	-5
COc1ccc(CNC(=O)Cn2nc([N+](=O)[O-])c(Br)c2C)cc1OC	4

New compounds follow.
Each structure is followed by: Ecoli viability | PKA-R2B act | MOR-DOR inv ag | PfHsp90 set2 | Mot1-301 SUMO | MOR-DOR ag | HTR5A inv ag | AddAB inh | Tat transport | phage Ecoli inh | PKA-R1A activ
O=C(CSc1nc2ccccc2[nH]1)Nc1ccc2[nH]c(=O)[nH]c2c1
  -1.1 | -2 | 0 | -25 | -10 | 0.0 | -11 | -0.1 | -1 | 0.7 | 10
COc1ccc(-c2nnn(CC(=O)N(CCO)C(C(=O)NC3CCCC3)c3ccncc3)n2)cc1 (centres undefined)
  -0.1 | . | . | -12 | 2 | . | . | -1.0 | -5 | 2.8 | .
CSCCC(NS(=O)(=O)c1cccc(C(F)(F)F)c1)C(=O)Nc1ccccc1N1CCCC1 (centres undefined)
  3.3 | -15 | -54 | -7 | 57 | 8.1 | -14 | 2.8 | -2 | 1.7 | -1
O=C(Nc1ccccc1)Oc1cccc(Br)c1
  -2.4 | -5 | 18 | -17 | 17 | -3.5 | 4 | -0.3 | -6 | 1.7 | 0
CCn1c(C(=O)NCc2ccccn2)cc2sccc21
  -0.2 | 1 | 3 | 17 | 547 | -0.6 | -25 | 1.6 | -1 | 6.0 | -10
CCOC(=O)CSc1ccc2nnc(-c3cccnc3)n2n1
  -0.7 | -4 | 6 | 1 | 8 | -1.1 | 7 | -0.5 | 5 | 0.1 | 0
Cc1cccc(N=N/C(=C\O)C(=O)c2ccc(Br)cc2)c1
  -1.4 | -4 | -10 | -79 | -20 | 2.0 | 26 | -1.3 | -11 | 3.6 | -5
CCn1cc(C2C3=C(CC(C)(C)CC3=O)N(c3ccccc3)C3=C2C(=O)CC(C)(C)C3)c(C)n1
  -3.0 | -14 | -3 | -5 | 10 | 0.6 | 29 | 0.7 | 21 | 3.8 | 0
CC(Sc1nnnn1-c1ccc(O)cc1)c1nc2ccccc2c(=O)[nH]1 (centres undefined)
  1.6 | -3 | 10 | -9 | 3 | -2.0 | -1 | -2.0 | -7 | -1.0 | -10
O=C(Cn1nnc(-c2ccccc2)n1)N/N=C/c1cc([N+](=O)[O-])ccc1O
  -3.5 | 10 | 3 | -51 | 4 | -0.5 | 9 | -0.5 | -6 | 3.7 | 6
COc1cccc(C(=O)Nc2cccc(C(=O)N3CCOCC3)c2)c1
  -0.4 | 3 | 15 | 17 | -6 | -2.5 | -26 | -3.5 | 4 | 3.6 | -5
Cc1csc(NC(=O)C(Cc2ccccc2)n2cccc2)n1 (centres undefined)
  -1.5 | -2 | -5 | -19 | -20 | 1.0 | 8 | -1.1 | -2 | 2.7 | -1
Cc1cc(C)cc(N2CC(C)Cn3c2nc2c3c(=O)[nH]c(=O)n2C)c1 (centres undefined)
  1.7 | -3 | 0 | 1 | 11 | -0.1 | 6 | 0.7 | -6 | 0.2 | 0
